# Assay outcomes as filed in PubChem.
# hK5 inh: human KLK5 protease inhibitors, primary screen, biochemical, 1536-well | inhibition, % at 5 µM | recombinant hK5, fluorogenic AMC substrate cleavage | 210,000 tested, 0.59% active | Kallikrein-5 (Homo sapiens), Q9Y337 | AID 873, 2007;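 active = inhibition of 40% or more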;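 note: 0% = enzyme controls without compound and 100% = no-enzyme blanks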
# Cl transport mod: KCC2 cotransporter modulators, thallium flux, primary screen, cell-based, HEK293 KCC2, FluoZin-2 fluorescence, MLSMR; Solute carrier family 12 member 5 (Homo sapiens), Q9H2X9; KCC2 cells, thallium flux FluoZin-2 fluorescence; B-score of Tl+ flux slope (higher = more flux/activation; lower = inhibition) at 10 µM; 190,000 tested, 2.2% active; AID 1456, 2008;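 active = thallium flux slope and its plate-corrected score both differing from the plate sample mean at a set confidence after two filtering rounds, in either direction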;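 note: slope of fluorescence scaled to starting intensity during 10 to 20 s after thallium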
# Thrombin inh: human alpha-thrombin inhibitors, primary screen, counter-screen for coagulation protease inhibitor project, biochemical, 1536-well, fluorogenic AMC substrate. Boc-VPR-AMC fluorogenic substrate cleavage. inhibition, % at 5 µM. AID 1046, 2008. 220,000 tested, 0.26% active. Prothrombin (Homo sapiens), P00734;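 active = inhibition at or above 40%; inactive = inhibition below 40%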;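 note: 0% = enzyme with no compound and 100% = wells without enzyme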
#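 Test system: human alpha-thrombin protein / Dosing: one concentration per compound, 5 µM, with 0.2% DMSO / Medium: pH 7.5 Tris-saline with Tween 20 / Benchmarks: no-compound enzyme wells and no-enzyme blanks / Read-out basis: percent inhibition of thrombin substrate cleavage / Timing: reaction at room temperature / Measured by: fluorescence, ex 355 nm, em 460 nm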
# p97 inhibitor: inhibitors of human p97 ATPase, primary screen, biochemical | 220,000 tested, 0.42% active | inhibition, % at 8 µM | Transitional endoplasmic reticulum ATPase (Homo sapiens), P55072 | recombinant p97 ATPase, Kinase-Glo ATP luminescence, 3 h; in the data active = inhibition above about 15%;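 note: 0% = DMSO vehicle and 100% = wells lacking enzyme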
# FXIa inh: human FXIa protease inhibitors, primary screen, biochemical, 1536-well; Coagulation factor XI (Homo sapiens), P03951; AID 798, 2007; inhibition, % at 5 µM; 220,000 tested, 0.14% active; purified FXIa, Boc-Glu-Ala-Arg-AMC fluorogenic substrate;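 active = inhibition of at least 40%; inactive = inhibition below 40%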;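 note: fluorescence of freed AMC excited at 355 nm; 0% = enzyme without compound and 100% = no enzyme blank; many of its hits are not listed in these tables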
# Furin inhibitor: human furin inhibitors, primary screen, biochemical, fluorescence intensity; purified furin, fluorogenic substrate cleavage; AID 463115, 2010; 220,000 tested, 0.061% active; inhibition, % at 30 µM; P09958; in the data active = inhibition above about 25%; note: inactives centre near -15
# Wee1 degr inh: Wee1 degradation inhibitors, primary screen, cell-based, HeLa, Wee1K328M-luciferase, luminescence | HeLa Luc-Wee1K328M stability; 100% = proteasome inhibitor MG132 effect | AID 1321, 2008 | 220,000 tested, 1.2% active | reporter increase, % at 5 µM;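 active = activation above the mean of all tested compounds plus 3 SD, set per screening run, cut at about 8.8% in these data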;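 note: cells exposed to compound for 20 h before luminescence read; 0% = DMSO alone and 100% = MG132 at 30 µM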
# FXIIa inh 1536: human FXIIa protease inhibitors, primary screen, biochemical, 1536-well | Coagulation factor XII (Homo sapiens), P00748 | purified FXIIa, Boc-QGR-AMC fluorogenic substrate, 2 h | inhibition, % at 5 µM | 220,000 tested, 0.3% active | AID 800, 2007; in the data active = inhibition above about 40%;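 note: 0% = enzyme with no compound and 100% = blank without enzyme; many of its hits are not listed in these tables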
# PERK inhibitor: block of dimerizer-induced PERK translation repression, primary screen, PERK inhibitor project, CHO PERK-DD cells, SEAP luminescence, HTS. Eukaryotic translation initiation factor 2-alpha kinase 3 (Homo sapiens), Q9NZJ5. CHO PERK-DD fusion, SEAP luminescence translation reporter. inhibition, % at 5.6 µM. 220,000 tested, 0.17% active;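 active = inhibition above the mean inhibition of all tested compounds plus 3 SD, set separately per screening campaign, cut at about 2.9% in these data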;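 note: PERK kinase domain activated by AP20187 dimerizer at 100 nM; 0% = DMSO with dimerizer and 100% = rapamycin at 8.4 µM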
# Target sequence (Q9NZJ5 whole entry, looked up, the tested form may be a part): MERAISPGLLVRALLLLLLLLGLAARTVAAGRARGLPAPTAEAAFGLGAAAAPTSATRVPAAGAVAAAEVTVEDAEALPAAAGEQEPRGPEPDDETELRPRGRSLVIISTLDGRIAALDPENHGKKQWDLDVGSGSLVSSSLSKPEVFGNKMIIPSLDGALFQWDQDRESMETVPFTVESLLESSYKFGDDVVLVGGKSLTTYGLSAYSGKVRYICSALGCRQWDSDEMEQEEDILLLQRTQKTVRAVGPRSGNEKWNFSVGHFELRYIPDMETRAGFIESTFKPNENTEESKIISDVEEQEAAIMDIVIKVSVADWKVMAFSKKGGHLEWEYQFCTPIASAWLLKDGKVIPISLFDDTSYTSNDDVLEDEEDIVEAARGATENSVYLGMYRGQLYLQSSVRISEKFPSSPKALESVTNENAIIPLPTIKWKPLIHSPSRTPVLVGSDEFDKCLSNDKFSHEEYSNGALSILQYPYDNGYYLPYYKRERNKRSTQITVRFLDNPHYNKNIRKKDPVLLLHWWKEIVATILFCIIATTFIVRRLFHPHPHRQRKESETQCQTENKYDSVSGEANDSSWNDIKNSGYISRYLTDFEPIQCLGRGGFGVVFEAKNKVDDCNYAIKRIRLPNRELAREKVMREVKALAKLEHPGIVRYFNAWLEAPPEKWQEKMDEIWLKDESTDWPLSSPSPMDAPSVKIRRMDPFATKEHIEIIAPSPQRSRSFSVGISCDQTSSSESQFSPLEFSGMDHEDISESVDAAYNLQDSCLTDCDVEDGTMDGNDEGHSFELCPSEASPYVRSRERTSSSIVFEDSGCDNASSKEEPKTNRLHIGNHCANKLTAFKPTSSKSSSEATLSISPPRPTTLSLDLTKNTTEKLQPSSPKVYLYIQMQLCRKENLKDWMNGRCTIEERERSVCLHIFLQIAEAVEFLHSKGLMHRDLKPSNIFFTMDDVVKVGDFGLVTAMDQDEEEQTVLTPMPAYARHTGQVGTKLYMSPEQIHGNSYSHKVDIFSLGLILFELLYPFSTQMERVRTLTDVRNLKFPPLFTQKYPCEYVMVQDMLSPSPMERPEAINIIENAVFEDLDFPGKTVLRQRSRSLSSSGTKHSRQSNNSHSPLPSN
# Starred values were filed as active, the others as inactive; . = no result given; [ ] = remark or other dose.
SMILES,hK5 inh,Cl transport mod,Thrombin inh,p97 inhibitor,FXIa inh,Furin inhibitor,Wee1 degr inh,FXIIa inh 1536,PERK inhibitor
COc1ccc(C2C(C(C)=O)=C(O)C(=O)N2c2nccs2)cc1OC (stereo unspecified),57*,-0.27,23,-4,11,-6,0,50*,-0.7
C/C(=N/OC(=O)c1ccc(C)cc1)c1ccc(N2C(=O)C3CCCCC3C2=O)cc1 (stereo unspecified),-4,.,2,0,6,-9,1,14,2.1
CN(C)c1ccc(C(=O)N2CCCC2)cc1,-1,0.07,-6,3,-4,-27,3,9,1.5
Cn1c(SCC(N)=O)nnc1C1CCN(C(=O)NC2CCCCC2)CC1,-9,0.034,-10,5,5,-41,2,14,1.1
COc1cc([C@@H]2c3cc4c(cc3[C@@H](NC3CCN(Cc5ccccc5)CC3)[C@H]3COC(=O)[C@H]23)OCO4)cc(OC)c1O,5,-0.26,5,.,2,4,.,20,.
O=C1c2ccccc2C(O)N1c1cccnc1 (stereo unspecified),-33,.,-11,2,-14,-13,-1,-5,-0.2
O=C(NCCC1=CCCCC1)C(=O)NCCc1ccc(Cl)cc1,-22,-0.05,2,2,-6,-21,0,-8,1.8
CC1CC(=O)C2=C(C1)Nc1nc3ccccc3n1C2c1cccnc1 (stereo unspecified),-6,0.03,-29,-4,1,-14,-2,2,0.3
COc1ccc(S(=O)(=O)Nc2cccc(F)c2C)cc1C(=O)N1CCOCC1,.,0.7,0,1,-2,-19,0,5,2.3
C=CCn1c(SCC(=O)Nc2ccc(C(=O)OCC)cc2)nnc1-c1cccs1,-4,0.022,-3,-6,-7,-3,2,-1,-0.9
Cc1ccc(N2C(=O)C(CC(=O)Nc3cccc(F)c3)N(CCc3ccncc3)C2=O)cc1 (stereo unspecified),4,1.5,-1,0,1,-24,-3,13,0.1
CCN(CC)c1ccc(NC(=O)C2CCC(CNc3c(N4CCCC4)c(=O)c3=O)CC2)c(C)c1 (stereo unspecified),4,1.3,-1,4,3,-29,-2,7,1.6
Cc1nn2c(=O)c(NC(=O)c3ccc(Cl)cc3)cnc2s1,.,0.086,-1,-1,-6,-13,1,2,0.3
O=C(Oc1ccc(Cl)cc1)c1ccc2nccnc2c1,-16,-0.017,-4,3,3,-10[20 µM],-1,12,0.0
NC(=O)C1CCN(C(=O)CN2CCN(c3cccc(C(F)(F)F)c3)CC2)CC1,-15,.,-9,-2,-2,-9,0,4,0.6
CC(Sc1ccccc1)C(=O)Nc1ccc(N2CCOCC2)cc1 (stereo unspecified),-10,1,-1,-2,3,-18[20 µM],-1,4,-0.4
COc1cc(C(=O)Nc2ccccc2N2CCN(S(C)(=O)=O)CC2)cc(OC)c1OC,7,-0.9,-6,-4,-2,-8[20 µM],1,-5,-0.7
COc1cccc(CNC(=O)CCS(=O)(=O)c2cccc3nsnc23)c1,-3,.,1,4,2,-10[20 µM],0,-3,-0.8
COc1ccccc1Nc1ncnc2nc[nH]c12,-10,0.14,1,0,-1,-9[20 µM],2,9,-0.6
COc1cc(NC(=O)c2cc(C)on2)cc(C(=O)Nc2cccc(C(F)(F)F)c2)c1,-5,0.39,-10,.,-9,-27,.,1,.
COc1ccccc1/C=C/CN1CC(C)OC(C)C1 (stereo unspecified),-6,-0.064,-3,-6,-5,-10[20 µM],-2,7,0.3
CC(=O)Nc1sc2c(c1C(=O)N1CCOCC1)CCCCC2,13,-0.13,1,-5,7,-19[20 µM],-2,15,1.1
COc1ccccc1NC(=O)c1nnn(Cc2ccccc2)c1NC(=O)C(F)(F)F,-4,-1.6,-4,-7,0,-16[20 µM],3,2,-0.5
COC(=O)Nc1ccc(S(=O)(=O)N2CCN(C)CC2)cc1,1,0.97,5,1,0,-18,-1,12,1.5
CCc1ccc(S(=O)(=O)c2n[nH]n3c2nc(=O)c2ccccc23)cc1,-25,2.4,-2,1,-1,-23[20 µM],-3,-4,0.3
COc1ccccc1NS(=O)(=O)c1ccc(O)c(C(=O)OCC(=O)Nc2ccccc2F)c1,3,-0.27,-10,-2,-3,-4,2,7,0.1
CC(C)(C)c1ccc(-c2nnc(NC(=O)c3ccccc3)s2)cc1,-59,1.3,-1,3,-3,-25[20 µM],1,10,0.9
COc1cccc(C(=O)CSc2nnc(-c3cc(OC)c(OC)c(OC)c3)o2)c1,-24,-0.77,1,-1,-10,-8,2,11,0.9
O=C(/C=C/c1ccccc1)NC(=S)NNC(=O)Cc1cccs1,-103,6.3*,-2,6,-3,-19[20 µM],2,9,0.2
Cc1nc2ccc(NC(=O)c3c(-c4ccccc4)noc3C)cc2s1,12,-0.24,1,-2,4,-7,-1,11,-0.8
O=C(NCCCN1CCOCC1)c1cc2c(s1)CSC2,24,.,28,3,-1,-22,0,20,0.3
CCn1cc(Br)c(C(=O)Nc2nccs2)n1,-3,0.1,-1,3,-4,-26,5,.,-0.4
COc1ccc(C(=O)/C=C/c2ccc3c(c2)OCCO3)cc1,3,-1.4,-1,1,0,-16,2,3,-1.9
CCCn1c(=S)[nH]c2cc(OC)c(OC)cc2c1=O,0,11*,-6,1,-3,-15[20 µM],3,-21,-0.8
O=C1c2ccccc2NC(c2ccccc2)N1Cc1ccco1 (stereo unspecified),-25,-1.4,-7,-4,-11,-24,15*,0,-0.1
Cc1csc(SCC(=O)NC(=O)Cc2ccccc2)n1,-2,-0.56,-7,3,-1,-17,2,5,1.1
O=C(NC(Cc1ccccc1)C(=O)N1CCCC1C(=O)O)c1ccccc1 (stereo unspecified),-2,.,2,6,-1,-27,1,14,1.3
Cc1cc(NC(=O)CC2CCCC2)n(-c2nc3ccccc3[nH]2)n1,-8,0.57,0,-1,0,1,-1,13,0.3
C/C(=N\OCC(=O)Nn1c(=O)[nH]c2ccccc2c1=O)c1cccs1,-4,-0.28,-3,8,-3,-29,0,4,0.7
COCCCNC(=S)N(Cc1ccccc1)Cc1ccccc1,-13,0.8,-8,-9,12,-1,-2,12,-0.5
COc1cc(/C=C/C(=O)Oc2coc(CSc3ncccn3)cc2=O)cc(OC)c1OC,-8,0.68,-17,3,-5,-28,-2,2,-0.1
CCOC(=O)N1CCC(N2Cc3cccc(C(=O)NCC4CCN(CC(C)C)C4)c3C2=O)CC1 (stereo unspecified),-5,.,-1,0,5,-26,-2,19,-0.1
CC(C)C(=O)Nc1cccc(C(=O)Nc2cc([N+](=O)[O-])ccc2Cl)c1,-5,-0.49,-8,2,0,-21,-2,5,0.3
CCOC(=O)n1c(=O)[nH]c2ccc(Br)cc21,-1,-1.2,-7,1,-3,-25,2,8,1.3
O=C(NCc1ccccc1Cl)c1ccc(-c2ccccc2)cc1,-6,-1.6,-3,-3,10,-10,-2,12,1.3
CCOC(=O)C(Cc1ccccc1)NC(=O)CNC(=O)CNC(=O)OCc1ccccc1 (stereo unspecified),-2,-1.5,-2,4,-7,-27,0,-2,0.4
O=C(NCc1ccccc1)c1noc2c1CCCCC2,2,2.6,0,-5,2,-25,7,15,0.2
C/C(CC(C)C)=N\NC(=O)Nc1ccccc1,-11,0.93,-9,2,-2,-26,0,5,0.3
C/C(=N\NC(=O)c1ccc([N+](=O)[O-])cc1)c1c(O)cc(C)oc1=O,-5,-0.68,-12,3,0,-1,-1,6,-0.1
O=C1NCCCN1Cc1ccc(F)cc1,4,0.18,-1,2,5,-10[20 µM],3,-1,0.3

# One compound at a time, as listed above. Order of values: hK5 inh	Cl transport mod	Thrombin inh	p97 inhibitor	FXIa inh	Furin inhibitor	Wee1 degr inh	FXIIa inh 1536	PERK inhibitor
# O=C1NCCCN1Cc1ccc(F)cc1 reads 4	0.18	-1	2	5	-10[20 µM]	3	-1	0.3
# COc1cc(/C=C/C(=O)Oc2coc(CSc3ncccn3)cc2=O)cc(OC)c1OC reads -8	0.68	-17	3	-5	-28	-2	2	-0.1
# CC(C)C(=O)Nc1cccc(C(=O)Nc2cc([N+](=O)[O-])ccc2Cl)c1 reads -5	-0.49	-8	2	0	-21	-2	5	0.3
# O=C(NCc1ccccc1Cl)c1ccc(-c2ccccc2)cc1 reads -6	-1.6	-3	-3	10	-10	-2	12	1.3

# More records follow:
SMILES,hK5 inh,Cl transport mod,Thrombin inh,p97 inhibitor,FXIa inh,Furin inhibitor,Wee1 degr inh,FXIIa inh 1536,PERK inhibitor
C=CCSc1nc(O)c(CC)c(=O)n1C(C)CC (stereo unspecified),-6,.,5,1,5,-32,-3,24,0.6
CC(=O)N1CCN(c2ccc([N+](=O)[O-])c(-n3nc(C)cc3C)c2)CC1,-4,-1.5,4,-3,3,11,0,7,0.6
Cn1c(=O)c2c(nc(CN3CCN(c4ccc(F)cc4)CC3)n2Cc2ccccc2F)n(C)c1=O,-21,.,4,3,6,-16,2,17,1.2
O=C(COC(=O)CCc1c[nH]c(=O)[nH]1)Nc1ccccc1,3,-0.03,0,4,2,-21,0,10,1.6
CN(CC(=O)Nc1ccccc1Cl)C(=O)CSc1nc2ccccc2s1,17,-4,-6,1,19,-7,4,19,0.7
Cc1nc(Cl)nc(N(C)c2ccccc2)c1[N+](=O)[O-],-4,-1.6,-1,0,7,-9,1,12,1.6
CCc1cccc(C)c1NC(=S)N(CCN(C)C)Cc1cccs1,-8,0.35,3,-4,0,-22,1,10,-0.2
CC(C)Oc1ccc(N2CC(C(=O)Nc3ccc4c(c3)OCO4)CC2=O)cc1 (stereo unspecified),-18,.,-4,-2,5,-21,-2,12,1.5

# Among those listed so far, these contain a thiophene ring, fused or not.
SMILES,hK5 inh,Cl transport mod,Thrombin inh,p97 inhibitor,FXIa inh,Furin inhibitor,Wee1 degr inh,FXIIa inh 1536,PERK inhibitor
C=CCn1c(SCC(=O)Nc2ccc(C(=O)OCC)cc2)nnc1-c1cccs1,-4,0.022,-3,-6,-7,-3,2,-1,-0.9
CC(=O)Nc1sc2c(c1C(=O)N1CCOCC1)CCCCC2,13,-0.13,1,-5,7,-19[20 µM],-2,15,1.1
O=C(/C=C/c1ccccc1)NC(=S)NNC(=O)Cc1cccs1,-103,6.3*,-2,6,-3,-19[20 µM],2,9,0.2
O=C(NCCCN1CCOCC1)c1cc2c(s1)CSC2,24,.,28,3,-1,-22,0,20,0.3
C/C(=N\OCC(=O)Nn1c(=O)[nH]c2ccccc2c1=O)c1cccs1,-4,-0.28,-3,8,-3,-29,0,4,0.7
CCc1cccc(C)c1NC(=S)N(CCN(C)C)Cc1cccs1,-8,0.35,3,-4,0,-22,1,10,-0.2
